# Source: PubChem BioAssay (several laboratories)
# Measles CPE = protection of cells from measles virus; Measles virus-infected cells, CPE protection, absorbance; protection (pct of control), % at 4 µM; actives 1.5% (n = 140,000); in the data active = protection mostly above about 24%, no sharp cut-off; inactive = mostly below about 26%; note: some compounds called inactive have numbers as strong as hits
# NPY Y2 blocker = antagonists of human neuropeptide Y receptor Y2; P49146; NPY-Y2 expressing cells, antagonist mode; inhibition, % at 2.7 µM; actives 0.99% (n = 140,000); AID 793; in the data active = inhibition above about 17%;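 note: 0% = vehicle with agonist challenge and 100% = reference antagonist with challenge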
# Target sequence (P49146 whole entry, looked up): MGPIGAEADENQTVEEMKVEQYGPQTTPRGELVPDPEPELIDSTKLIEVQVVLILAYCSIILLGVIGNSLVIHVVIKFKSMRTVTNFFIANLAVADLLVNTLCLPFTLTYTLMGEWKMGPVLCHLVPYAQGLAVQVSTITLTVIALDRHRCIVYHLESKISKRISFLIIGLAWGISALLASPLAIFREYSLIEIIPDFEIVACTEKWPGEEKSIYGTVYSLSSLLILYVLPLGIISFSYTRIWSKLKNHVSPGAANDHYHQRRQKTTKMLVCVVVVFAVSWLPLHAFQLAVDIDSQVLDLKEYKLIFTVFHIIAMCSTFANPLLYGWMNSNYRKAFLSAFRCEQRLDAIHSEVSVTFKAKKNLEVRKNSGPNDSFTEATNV
# GALR2 antag = antagonists of human galanin receptor 2 (GALR2). O43603. GALR2-expressing cells, antagonist mode. inhibition, % at 4 µM. actives 0.39% (n = 140,000). AID 828; in the data active = inhibition above about 27%;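 note: cells stimulated with galanin 1-16 at roughly its EC80; 0% = agonist challenge control and 100% = basal control without agonist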
# Target sequence (O43603 whole entry, looked up): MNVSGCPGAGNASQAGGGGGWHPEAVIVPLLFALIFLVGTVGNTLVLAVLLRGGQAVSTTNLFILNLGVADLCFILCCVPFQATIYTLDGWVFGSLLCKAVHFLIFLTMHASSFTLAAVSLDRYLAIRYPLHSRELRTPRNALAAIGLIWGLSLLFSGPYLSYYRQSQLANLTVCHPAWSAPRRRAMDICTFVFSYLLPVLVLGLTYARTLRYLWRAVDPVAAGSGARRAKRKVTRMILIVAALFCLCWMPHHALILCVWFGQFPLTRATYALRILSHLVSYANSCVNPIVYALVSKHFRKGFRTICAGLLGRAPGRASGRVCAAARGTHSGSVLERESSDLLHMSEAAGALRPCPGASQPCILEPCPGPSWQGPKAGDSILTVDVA
# Phagocyt inh = inhibitors of macrophage phagocytosis; AID 1029; J774A.1 macrophage IgG-bead phagocytosis, imaging; inhibition, % at 5 µM; actives 0.07% (n = 110,000);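 active = inhibition above the mean of the plate negative controls plus 5 SD, cut at about 13% in these data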;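 note: phagocytic index as fraction of beads internalized from green versus red external bead signal; plate controls were DMSO negative control for no effect and cytochalasin-D positive control for full effect; some results beyond the cut were filed as inactive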
# BB579 growth dn = reduces growth of yeast BB579 in restrictive medium; S. cerevisiae BB579 growth, OD615, 48 h; inhibition, % at 10 µM; actives 0.51% (n = 140,000);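 active = inhibition above a set limit, 3 SD over the mean compound inhibition, cut at about 44% in these data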; note: inactives centre near -24
#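 test system = yeast BB579 (DeaD) | buffer or medium = restrictive CSMM-D medium | doses = single compound dose of 10 µM, 0.25% DMSO final | times = 4 h preincubation and 48 h exposure at 30 °C | technique = culture absorbance at 615 nm | benchmarks = amphotericin B 10 µg/mL, positive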
# PTEN del growth = PTEN-deleted cell growth suppression; HCT116 PTEN-null viability, CellTiter-Glo, 60 h; active compounds read low; viability, % at 10 µM; actives 1.2% (n = 140,000);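 active = viability at or below a set limit, 4 SD under the median of all tested compounds, cut at about 3.7% in these data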;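 note: PTEN knockout HCT116 line with beta catenin targeted HCT116 as companion control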
# Yeast lifespan up = extends the lifespan of yeast | S. cerevisiae growth with nicotinamide, OD615; deaD strain in restrictive glucose medium | inhibition of the nicotinamide effect, % at 10 µM | actives 0.68% (n = 130,000);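 active = inhibition above a set limit, placed 3 SD over the median of all compounds, cut at about 26% in these data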;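 note: 0% = nicotinamide-treated wells and 100% = cells grown without nicotinamide; some compounds called inactive have numbers as strong as hits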
#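 assay system = DeaD-strain S. cerevisiae | measured by = absorbance at 615 nm | probe or stimulus = nicotinamide 1.5 mM | buffer or medium = CSMM-D glucose medium, restrictive | times = 48 h at 30 °C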
# MRP-1 activ = MRP-1 activation. H69AR cells + doxorubicin, viability rescue, CellTiter-Glo. viability increase, % at 10 µM. actives 0.61% (n = 140,000);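 active = viability gain under doxorubicin at or above a set limit, the compound median plus 3 SD, cut at about 4.7% in these data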;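 note: MRP-1 overexpressing cells given doxorubicin 25 µM after compound pretreatment; 18-22 h compound pretreatment then 72 h with doxorubicin before readout; 0% = doxorubicin-only wells and 100% = vehicle-treated cells without doxorubicin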
# E-sel TNF inh = blocks E-selectin expression induced by TNF alpha | HUVEC TNFa-induced E-selectin immunofluorescence, high content | inhibition, % at 2 µM | actives 0.71% (n = 120,000) | AID 1246;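 active = inhibition above the batch mean plus 3 SD, and confirmed as a hit on visual image review, cut at about 43% in these data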;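 note: 0% = TNF-stimulated DMSO wells and 100% = unstimulated control wells; not every result past the cut was called active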
# bCat KO growth = beta-catenin-lacking colon tumor cell growth suppression; HCT116 beta-catenin knockout viability, CellTiter-Glo, 60 h; active compounds read low; actives 1.5% (n = 140,000); viability, % at 10 µM;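 active = viability at or under a set limit, the compound median less 4 SD, cut at about 6% in these data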;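 note: 0% = Hyamine 1622 control at 20 µM and 100% = untreated cell control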
# An asterisk follows results filed as active; nt = not tested or not shown.
SMILES,Measles CPE,NPY Y2 blocker,GALR2 antag,Phagocyt inh,BB579 growth dn,PTEN del growth,Yeast lifespan up,MRP-1 activ,E-sel TNF inh,bCat KO growth
CC(C)NC(=S)N1CCN(S(=O)(=O)c2cccc(C(F)(F)F)c2)CC1,2.8,-0.4,-2.7,-3.6,-6.4,100.5,-2.0,-1.7,9.0,87.6
CN(c1ccccc1C(=O)Nc1cccnc1)S(C)(=O)=O,39.0,1.2,-2.7,-2.1,-21.2,103.8,6.8,-0.6,8.7,101.9
O=C(CCCc1ccccc1)NCc1ccc(F)cc1,3.7,2.7,1.7,-2.6,-17.7,97.7,-1.1,0.9,nt,99.2
COc1ccc(C2NC(=S)NC(O)(C(F)(F)F)C2C(=O)c2cccs2)cc1 (stereo not given),7.1,2.4,-0.1,-8.5,-59.3,90.8,8.5,-2.1,nt,89.3
Cc1cc(Nc2cccc(F)c2)n2nc(C)nc2n1,26.1,2.5,4.7,nt,-33.3,98.1,-3.5,-2.4,-29.0,95.6
CCOC(=O)N1CCN(c2cc(=O)n(-c3cccc(Br)c3)c(=O)[nH]2)CC1,5.8,0.4,3.9,-0.2,-16.2,109.6,-2.1,-2.1,nt,98.2
CCOCCc1nnc(NC(=O)c2cccc(F)c2)s1,15.4,0.8,3.0,0.4,-54.4,112.9,-5.6,1.8,11.1,101.9
Cc1cccc(NC(=O)c2ccccc2OCC(=O)c2ccccc2)c1,2.3,3.3,10.0,-1.5,-13.1,89.9,-3.7,-1.2,-21.0,90.5
Cn1c(SCC(=O)NCc2ccc3c(c2)OCO3)nnc1C1COc2ccccc2O1 (stereo not given),5.0,3.2,-1.1,-0.5,-59.7,80.0,-15.7,-2.4,nt,82.7
O=C(Nc1cccc(NC(=O)c2ccc(-c3cccc(Br)c3)o2)c1)c1ccco1,11.8,5.1,0.8,nt,-26.8,38.8,3.5,-4.0,-13.8,50.5
CCOc1cccc(C(=O)Nc2cccc(C(=O)NC(C)(C)C)c2)c1,12.3,4.2,10.4,-7.7,-17.4,87.6,0.7,-3.0,nt,84.0
Cc1ccc(-c2cc(-c3ccc4c(c3)OCO4)c(C#N)c(N)n2)o1,5.0,5.1,-11.5,1.2,-28.7,56.1,6.6,-6.5,-15.1,48.8
CC1CN(C(=O)c2cccc(C(=O)N3CC(C)OC(C)C3)c2)CC(C)O1 (stereo not given),8.9,-1.9,-21.7,0.4,-32.9,96.8,-4.7,0.1,10.3,92.5
COc1ccccc1NC(CC(=O)c1ccccc1)C(=O)OCC(=O)c1ccc(C)c(C)c1 (stereo not given),5.7,13.6,6.0,-5.2,-30.4,74.4,-3.9,3.7,nt,77.2
O=S(=O)(/N=C(/Nc1ccccn1)c1ccc(Cl)cc1)c1ccc(Cl)cc1,7.1,2.3,-2.6,-11.1,-38.6,96.8,10.3,-2.2,13.8,96.5
Cc1ccc(NC(=S)N2CCCC(c3nc4ccc(C)cc4[nH]3)C2)c(C)c1 (stereo not given),5.5,0.4,6.6,nt,-20.9,81.5,-27.8,2.8,nt,83.3
CCOC(=O)c1c(NC(=O)c2cccnc2)sc(C)c1C,2.3,-0.5,7.8,nt,-26.5,81.6,-22.6,-3.3,7.7,76.6
CCCCN(CCCC)CCNC(=O)Cc1nc2c(c(=O)[nH]c(=O)n2C)n1C,4.2,0.5,6.1,10.1,0.4,88.2,-10.3,-0.7,21.1,81.7
CC(=O)N1CC=CC1(CC(C)C)C(=O)NCc1cc(F)cc(C(F)(F)F)c1 (stereo not given),4.4,2.1,11.6,nt,-48.3,76.4,4.2,-2.6,nt,94.3
COc1nc(N/N=C/c2ccc(-c3cccc([N+](=O)[O-])c3)o2)nc(N2CCOCC2)n1,13.5,5.0,-2.0,-2.9,-9.4,82.5,-5.4,-1.8,nt,77.6
Cc1cc(C)nc(NS(=O)(=O)c2ccc(NC(=O)c3ccco3)cc2)n1,3.9,-4.0,-0.1,0.2,-20.8,90.3,-1.2,-0.8,3.2,99.4
COc1cc(CCC(=O)OCC(=O)Nc2ncc(Cl)cc2Cl)cc(OC)c1OC,3.2,3.9,6.7,nt,-37.9,92.7,-2.6,-2.9,-12.9,86.0
CCc1ccc(-c2csc(NC(=O)Oc3ccccc3)n2)cc1,18.0,1.8,3.7,-14.0,-11.2,101.1,2.2,12.9*,20.2,93.5
Cc1cc(C(F)(F)F)nn1Cc1n[nH]c(=S)n1-c1ccc(Cl)cc1,4.2,-3.2,4.0,-1.5,-11.9,93.9,-26.8,-2.6,-9.4,94.8
CC(C(=O)O)c1ccc(N2Cc3ccccc3C2=O)cc1 (stereo not given),31.3,2.0,10.3,nt,-31.3,91.6,3.9,-1.1,nt,92.3
COc1ccc(-n2nnnc2SCC(=O)c2ccc3c(c2)OCCO3)cc1,6.1,0.7,4.1,nt,-38.9,79.1,nt,-0.1,-1.7,93.5
CCn1c2ccccc2c2nnc(SCC(=O)Nc3cc(C)on3)nc21,20.3,1.5,-10.1,0.0,-38.6,86.3,-7.4,-0.6,-0.2,94.9
O=C(CNC(=O)c1ccc(Oc2ccccc2)cc1)OCc1ccc(Br)cc1,5.8,5.9,8.7,-3.6,-64.3,99.1,7.3,0.3,-4.5,96.9
COc1cc(OC)cc(C(=O)NCCNC(=O)c2ccco2)c1,28.8,1.5,8.5,nt,-7.9,99.6,nt,-1.6,-30.2,99.8
CCOc1ccc(C(=O)CCNC(Cc2cnc[nH]2)C(=O)O)cc1 (stereo not given),12.4,1.8,7.1,nt,-55.4,75.1,-5.1,-1.8,14.5,85.3
COc1cc(/C=N/N2CCN(C3c4ccccc4-c4ccccc43)CC2)cc(OC)c1OC,41.9,0.7,5.9,-6.5,-10.4,77.6,1.6,1.2,nt,81.9
CCc1c(C)[nH]c2ccc(C)cc2c1=O,4.0,1.1,4.3,nt,-36.6,95.7,-13.5,0.1,-4.9,93.5
CC1CN(C(=S)NC(=O)c2ccc([N+](=O)[O-])cc2)CC(C)O1 (stereo not given),13.9,4.0,-3.6,nt,-21.2,89.0,12.4,-1.6,-19.1,83.7
COc1ccc(-c2nc3cc(NC(=S)NC(=O)Cc4ccccc4)ccc3o2)cc1,6.9,1.1,2.6,-3.0,1.0,88.9,8.0,-1.8,-6.0,84.2
CC1SC(=NC(=O)c2ccco2)NC1=O (stereo not given),7.9,-0.9,0.1,-2.0,-54.2,106.9,-6.4,1.4,-4.8,99.6
CC(C)Cn1c(N)c(C(=O)COC(=O)CC23CC4CC(CC(C4)C2)C3)c(=O)n(C)c1=O,21.6,1.9,24.9,-0.4,-59.8,7.7,-9.8,-2.0,-13.7,7.1
Cc1ccc(NC(=O)CCn2cccc2)cc1,3.7,2.3,-1.4,-1.5,-13.7,111.2,-8.7,-0.4,-17.6,109.1
CCCn1nc2cc(C(=O)NCCc3ccc(C)cc3)ccc2c1OCC,21.1,8.3,-5.2,nt,-21.3,85.5,-7.3,-0.1,-17.1,84.8
Cc1nc(N(C)Cc2ccccc2)c2nnn(Cc3ccccc3)c2n1,19.1,4.2,-19.9,0.1,-80.4,74.0,6.2,-0.6,19.3,82.8
Cc1cc2nc(/N=C(\N)NC(=O)N3c4ccccc4Sc4ccccc43)nc(C)c2cc1C,13.5,3.1,-3.2,nt,-45.9,78.5,1.2,11.6*,nt,85.9

# Single entries from the results shown:
# COc1cc(OC)cc(C(=O)NCCNC(=O)c2ccco2)c1 @ GALR2 antag: 8.5
# CC1CN(C(=S)NC(=O)c2ccc([N+](=O)[O-])cc2)CC(C)O1 (stereo not given) @ bCat KO growth: 83.7

# (more compounds)
SMILES,Measles CPE,NPY Y2 blocker,GALR2 antag,Phagocyt inh,BB579 growth dn,PTEN del growth,Yeast lifespan up,MRP-1 activ,E-sel TNF inh,bCat KO growth
C=CCNCC#CCOc1ccc(OC)cc1,6.7,0.3,-0.3,-1.0,-47.9,94.3,-10.4,-1.5,-2.5,89.5
Cc1cccc(-n2c(=O)c3c(n4cnnc24)-c2ccccc2CC32CCCCC2)c1,4.7,-0.3,-9.6,nt,-42.1,33.4,7.7,-4.8,34.6,28.0
CCCCOc1ccc(CONS(=O)(=O)c2ccc(NC(C)=O)cc2)cc1Cl,2.4,-1.3,-12.0,-5.8,-43.4,62.8,-2.1,-3.1,nt,67.7
CCN(C(=O)CSc1nnc(-c2ccncc2)n1C)C1CCS(=O)(=O)C1 (stereo not given),21.3,-1.9,5.5,-0.7,-91.4,97.5,-4.2,-1.4,-4.7,90.8
O=C(Nc1ccc(S(=O)(=O)N2CCCC2)cc1)c1cccnc1,18.1,-2.5,10.2,nt,-69.6,109.4,2.3,-0.8,-11.6,96.1
O=C(c1ccccc1)c1ccc(Oc2ncccn2)cc1,18.1,0.8,4.4,0.6,-39.8,97.2,-23.2,-1.9,-1.2,97.7
Cc1ccc(N2C(=O)CN(Cc3sccc3C)C2=S)cc1C,3.2,0.5,-5.5,-6.7,-36.7,69.8,-4.8,-3.8,nt,82.7
CCOC(=O)C(Cc1c(F)cccc1F)(NC(C)=O)C(=O)OCC,3.3,2.6,3.1,1.0,-25.5,92.9,-5.5,-2.1,nt,86.7
Cc1cc(C)c2cc(CN(Cc3cccs3)Cc3nnnn3CC3CCCO3)c(=O)[nH]c2c1 (stereo not given),1.3,4.0,-2.2,-1.2,-27.6,64.5,-6.0,-4.6,17.5,74.1
Cc1ccc(Cl)cc1NC(=S)N(CCCN1CCOCC1)Cc1ccccn1,3.0,3.4,3.0,-2.9,5.0,93.5,-2.0,-2.9,-11.1,89.8
Cc1ccc(NC(=O)CSc2nnc(CNC(=O)c3c(F)cccc3Cl)o2)cc1,26.1,1.0,-3.6,nt,-50.9,90.0,-15.5,-1.4,-13.8,93.8
O=C(COC(=O)[C@H](Cc1c[nH]c2ccccc12)NC(=O)c1cccs1)NCc1ccccc1,9.1,-0.5,14.9,-11.4,-21.4,77.1,-4.5,-0.5,nt,81.4
Cc1ccc(CCSc2ccc(C(C)C)cc2)cn1,nt,4.4,-9.0,-4.9,-26.1,70.0,-4.6,2.1,nt,58.7
Cc1cc2cc3c(cc2nc1SCc1ccccn1)OCCO3,19.0,5.2,-4.3,-1.8,-4.9,91.7,-1.9,-2.9,nt,89.1
Cc1cccc(N2CCN(C3=NC(=O)C(Cc4ccccc4)S3)CC2)c1 (stereo not given),2.5,5.7,-2.8,nt,-35.7,79.0,-2.6,-0.1,nt,87.7
CC(C)CC(C(=O)Oc1ccc2c3c(c(=O)oc2c1)CCC3)N1C(=O)c2ccccc2C1=O (stereo not given),8.7,2.6,-3.8,0.0,-17.8,88.6,-7.1,-0.8,39.8,97.5
Cc1ccccc1CCNC(=O)C1CCN(S(=O)(=O)c2ccc(-n3cnnn3)cc2)CC1,16.0,0.4,-0.7,-0.6,-45.3,90.5,-12.6,-1.4,nt,77.9
CSc1nsc(SCC(=O)Nc2c(C)n(C)n(-c3ccccc3)c2=O)n1,3.2,0.2,4.7,-1.2,-25.6,98.8,-14.2,2.2,-1.5,103.3
